STAT3 inh – inhibitors of IL-6 induced STAT3 signaling; inhibition, % at 5.5 µM; U3A cells, IL-6 STAT3-luciferase reporter, luminescence; host cell line lacks STAT1; 190,000 tested, 0.89% active; AID 862;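 active = inhibition above the mean inhibition across all screened compounds plus 3 SD, cut at about 44% in these data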;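 note: 0% = DMSO only wells and 100% = 100 µM nifuroxazide control wells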
RAM network inh – inhibitors of the yeast RAM network; S. cerevisiae dse1pr::URA3 reporter, 5-FOA growth OD615, 2 d; analog-sensitive cbk1-as2 kinase mutant strain; inhibition, % at 50 µM; 190,000 tested, 1.8% active;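 active = inhibition above a set limit, 3 SD over mean compound inhibition, cut at about 8.4% in these data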;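 note: 0% = DMSO-only wells with no growth and 100% = 10 µM 1-NA-PP1 full growth; inhibition rescues growth on 5-FOA so higher OD means more RAM inhibition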
STAT3 activator – STAT3 signaling activation; U3A cells, IL-6 STAT3-luciferase reporter, luminescence; 100% = signal with IL-6 EC80 alone; activation (% of control), % at 5.6 µM; 190,000 tested, 0.91% active; AID 871;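 active = activation above the screen-wide mean of compound activation plus 3 SD, cut at about 130% in these data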;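 note: 0% = background luminescence of wells with medium and substrate only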
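Test system: STAT3-luciferase reporter U3A cells; Detection: reporter luminescence signal; Times: 1 h compound pre-exposure, 6 h IL-6 stimulation, 37 °C; Benchmarks: IL-6-only high control; Also added: IL-6 stimulus at 33 ng/mL final.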
Hsp70 act – transcriptional activators of Hsp70; 200,000 tested, 0.04% active; activation, % at 10 µM; HeLa Hsp70 promoter luciferase reporter, luminescence; scaled: vehicle 0, proteasome-inhibitor control 100%;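 active = activation above the mean across all tested compounds plus 3 SD, cutoff set per campaign, cut at about 5.5% in these data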;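 note: 100% = MG132 at 30 µM as the positive control and 0% = DMSO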
STAT1 act – increases IFN-gamma driven STAT1 reporter signal | 200,000 tested, 2.6% active | activation (% of control), % at 5.5 µM | AID 932 | NIH 3T3 STAT1-luciferase reporter, luminescence; 100% = IFN-gamma alone, no compound;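 active = activation above the screen-wide mean activation plus 3 SD, cut at about 130% in these data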;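 note: raw ratio to IFN-gamma control signal so 100% means no change and 0% no light; values of inactives mirror those of a sister screen read the other way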
NF-kB neuron act – NF-kB expression increase, human neuronal cells. NF-kB reporter expression; hits give high values. fold change at 12.5 µM. 190,000 tested, 1.6% active. AID 1239; in the data active = fold change above about 3.3
STAT1 blocker – inhibitors of IFN-gamma induced STAT1 signaling. inhibition, % at 5.5 µM. AID 920. 200,000 tested, 0.35% active. NIH 3T3 STAT1-luciferase reporter, luminescence;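 active = inhibition above a set limit, the mean inhibition across all tested compounds plus 3 SD, cut at about 34% in these data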;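 note: 0% = IFN-gamma with DMSO and 100% = IFN-gamma with 300 µM nifuroxazide; values of inactives mirror those of a sister screen read the other way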
APP 5'UTR act – APP 5'UTR luciferase reporter activation; AID 1276; SH-SY5Y APP 5'UTR luciferase reporter, luminescence; zero percent = DMSO vehicle wells; 190,000 tested, 1% active; activation, % at 2 µM;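 active = activation above a set limit, based on mean plus 3 SD of controls, cut at about 140% in these data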; note: values of inactives mirror those of a sister screen read the other way
APP 5UTR inh – APP translation inhibition; SH-SY5Y APP 5'UTR-luciferase reporter, luminescence; inhibition, % at 2 µM; 190,000 tested, 0.82% active;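 active = inhibition above a set limit, derived from the sample mean plus 3 SD, cut at about 45% in these data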; note: values of inactives mirror those of a sister screen read the other way
FLuc inh counter – counter-screen for luciferase assay inhibitors: firefly luciferase inhibition. ATPLite firefly luciferase biochemical luminescence, 10 min. inhibition, % at 10 µM. 200,000 tested, 1.5% active. AID 1006;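 active = inhibition above about 50% when tested at 10 µM, limit read from the data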
Target sequence (P08659 whole entry, looked up): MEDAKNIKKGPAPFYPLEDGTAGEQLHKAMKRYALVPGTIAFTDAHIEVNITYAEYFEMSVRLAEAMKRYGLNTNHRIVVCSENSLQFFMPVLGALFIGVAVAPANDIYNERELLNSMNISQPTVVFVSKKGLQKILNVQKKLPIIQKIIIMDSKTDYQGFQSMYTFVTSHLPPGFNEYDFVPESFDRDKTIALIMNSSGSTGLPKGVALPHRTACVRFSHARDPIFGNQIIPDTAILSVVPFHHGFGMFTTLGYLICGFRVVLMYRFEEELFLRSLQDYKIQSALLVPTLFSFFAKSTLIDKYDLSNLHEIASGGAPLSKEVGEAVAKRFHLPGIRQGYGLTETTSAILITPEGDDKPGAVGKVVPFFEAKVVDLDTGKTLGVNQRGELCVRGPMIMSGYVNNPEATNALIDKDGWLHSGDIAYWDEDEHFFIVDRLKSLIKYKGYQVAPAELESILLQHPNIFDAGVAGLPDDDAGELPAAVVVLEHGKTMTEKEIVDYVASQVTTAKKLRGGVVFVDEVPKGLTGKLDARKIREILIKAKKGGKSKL
Numbers without * were called inactive; . = no result given.

SMILES | STAT3 inh | RAM network inh | STAT3 activator | Hsp70 act | STAT1 act | NF-kB neuron act | STAT1 blocker | APP 5'UTR act | APP 5UTR inh | FLuc inh counter
CCCCOc1ccc(/C=C/C(=O)OCC(=O)NC(=O)NCC(C)C)cc1OCC | -5 | 6.0 | 101 | -0.4 | 105 | 1.1 | -6 | -10 | 10 | -12
O=c1ccn(CCOc2ccc(Cl)cc2)c(=O)[nH]1 | 0 | 0.9 | 102 | 0.0 | 105 | 1.2 | -6 | -3 | 3 | -5
CCOc1ccc(OCC)c(NC(=O)CC2Oc3ccc(C)cc3NC2=O)c1 (configuration not stated) | -3 | 1.0 | 110 | 0.1 | 100 | 0.97 | 0 | 7 | -7 | -10
CC(C)c1ccc(/C=C2\CC/C(=C\C=N\N(C)C)C2=O)cc1 | 14 | 5.6 | 87 | 0.1 | 97 | 1.1 | 3 | -40 | 40 | 16
CN1C(=S)SC(/[N+]([O-])=C\c2ccc(Cl)cc2)C1(C)C (configuration not stated) | 5 | 0.5 | 99 | -0.3 | 101 | 1 | -2 | -3 | 3 | -3
O=C(c1ccccc1)c1ccc2nc(-c3ccco3)c(-c3ccco3)nc2c1 | -3 | 6.9 | 105 | -0.1 | 107 | 1.4 | -7 | 3 | -3 | 47
CC1CN(c2nc3c(c(=O)n(Cc4ccc(Cl)cc4)c(=O)n3C)n2C)CC(C)O1 (configuration not stated) | -8 | 0.8 | 110 | 0.0 | 106 | 0.71 | -6 | -7 | 8 | -4
COc1ccc(Cc2nnc(NC(=O)Cc3cccs3)s2)cc1 | -3 | 0.8 | 108 | -0.3 | 103 | 1.1 | -4 | 8 | -8 | -1
Cc1cc2nc(N)sc2cc1C | 10 | 2.2 | 90 | -0.2 | 104 | 2.6 | -5 | 73 | -73 | 42
Cc1ccc(OCCCOc2cccc3cccnc23)cc1C | 8 | -0.9 | 94 | 0.0 | 97 | 1.4 | 3 | 19 | -20 | -4
O=C1N(C2CCCC2)C[C@@H]2C[C@@H](c3cn[nH]c3-c3ccc(Cl)cc3)N3CCC[C@@]123 | -12 | -0.5 | 115 | -0.3 | 98 | 0.79 | 1 | 13 | -13 | -7
CC(C)(C)c1ccc(C2(C)NC(=O)N(CC(=O)Nc3ccc4c(c3)OCO4)C2=O)cc1 (configuration not stated) | 6 | 0.9 | 96 | -0.3 | 94 | 0.88 | 6 | -6 | 6 | -3
Cc1ccc(C)c(S(=O)(=O)N2CCN(C(=O)Cn3c(C(F)(F)F)nc4ccccc43)CC2)c1 | 6 | 1.7 | 98 | 0.0 | 96 | 0.73 | 4 | 3 | -3 | -6
O=C(Nc1cc(C(F)(F)F)ccc1N1CCOCC1)c1ccc(Br)o1 | 3 | 4.8 | 97 | -0.2 | 100 | 1.1 | 0 | 2 | -2 | -5
CC1(C)NC(=O)N(CC(=O)Nc2nc(-c3ccc(F)cc3)cs2)C1=O | -1 | 4.8 | 100 | -0.5 | 101 | 0.42 | -1 | 10 | -10 | -4
O=C(Nc1ccc(F)cc1Cl)c1ccc2c(=O)n3c(nc2c1)CCCCC3 | 10 | 7.1 | 93 | -0.2 | 121 | 1.3 | -23 | 5 | -5 | 1
CC(=O)c1ccc(NC(=S)Nc2ccn(Cc3ccc(Br)cc3)n2)cc1 | 16 | 4.0 | 93 | 0.1 | 92 | 1.5 | 9 | -4 | 4 | -5
COc1ccccc1/C=N/n1cnnc1 | 9 | -0.1 | 98 | -0.3 | 103 | 1.1 | -5 | 4 | -4 | -2
CCC(=O)Nc1ccccc1C(=O)OC(c1ccccc1)c1ccccc1 | -3 | 4.0 | 101 | -0.7 | 92 | 1 | 10 | 2 | -2 | -2
CCOC(=O)c1c(N)sc(C(=O)N2CCCCC2)c1C | 8 | 0.0 | 94 | -0.3 | 101 | 1.2 | 0 | -2 | 2 | -4
CN(C)C(=O)CSc1nc2ccccc2n1Cc1ccccc1 | 0 | -0.5 | 103 | 0.0 | 98 | 0.95 | 2 | 2 | -2 | 3
Oc1ccc(Br)cc1/C=N/N1CCN(Cc2ccccc2)CC1 | -3 | -0.6 | 102 | -0.4 | 105 | 2.9 | -6 | -4 | 4 | -6
CCc1cn(S(=O)(=O)c2ccccc2OC)nc1N | -3 | -0.5 | 100 | -0.2 | 98 | 1.1 | 2 | 11 | -11 | -2
OCCNCCOCCOc1ccccc1-c1ccccc1 | 0 | 0.1 | 98 | -0.1 | 90 | 1.3 | 11 | 10 | -10 | -3
COc1ccc(CN2CCOCC2)c(C)c1C | -2 | 2.5 | 105 | 0.0 | 102 | 1.1 | -2 | 0 | 0 | -5

The list goes on.
SMILES | STAT3 inh | RAM network inh | STAT3 activator | Hsp70 act | STAT1 act | NF-kB neuron act | STAT1 blocker | APP 5'UTR act | APP 5UTR inh | FLuc inh counter
O=[N+]([O-])c1ccc(Cc2nnc(-c3ccc(F)cc3)o2)cc1 | 20 | -0.5 | 90 | 0.6 | 114 | 2 | -17 | 92 | -92 | -9
O=C(N/N=C/c1cc(Cl)cc([N+](=O)[O-])c1O)NC12CC3CC(CC(C3)C1)C2 | -7 | 3.0 | 103 | -0.2 | 112 | 0.94 | -10 | 0 | 0 | 1
Cc1ccc(-c2nn(C(C)(C)C)c3ncnc(NS(=O)(=O)c4ccc([N+](=O)[O-])cc4)c23)cc1 | 12 | 0.6 | 92 | -0.2 | 98 | 0.81 | 2 | 14 | -14 | -11
CCc1cc2c(cc3c(=O)n(CC(=O)NCCCN(CC)CC)nc(CC)n32)s1 | 3 | -0.4 | 101 | 0.3 | 107 | 0.92 | -8 | 6 | -6 | -4
CCOc1ccccc1N(CC(=O)N1CCOCC1)S(=O)(=O)c1ccc(SC)cc1 | -1 | 0.8 | 104 | 0.1 | 95 | 0.93 | 6 | 14 | -14 | -4
O=C(NCC1CCCO1)C(=O)N/N=C/c1ccccc1C(=O)O (configuration not stated) | 1 | 3.7 | 102 | -0.2 | 110 | 1.3 | -13 | 32 | -32 | -2
COC(=O)c1c(C)[nH]c(C(=O)OCC(=O)N2c3ccccc3NC(=O)C2(C)C)c1C | -2 | 0.5 | 104 | -0.3 | 107 | 0.56 | -8 | 18 | -18 | -8
CCCCC(O)(CCCC)C(=O)NN(C(=O)OC)c1ccccc1 | -1 | 1.2 | 104 | 0.0 | 98 | 1 | 3 | -10 | 10 | -6
O=C(CSc1nc(O)c(C2CCCCC2)c(=O)[nH]1)N1CCOCC1 | 23 | 1.7 | 82 | -0.3 | 104 | 1.3 | -6 | 14 | -14 | -2
CC(C)(C)NC(=O)c1cccc(NC(=O)CSc2ccc(Cl)cc2)c1 | -5 | 5.0 | 102 | -0.3 | 103 | 0.89 | -1 | 4 | -4 | 4
Cc1ccc(-n2cc(CN(C)CCc3cn[nH]c3)c(-c3cccc(C)c3)n2)cc1 | 10 | 0.4 | 95 | -0.2 | 101 | 0.78 | -3 | 30 | -30 | -1
C/C(=N\NC(=O)c1ccc(CSc2nncn2C)cc1)c1ccc(Cl)cc1 | 1 | 0.3 | 103 | 0.1 | 113 | 1.3 | -15 | 10 | -10 | -7
CC1(C#CC[N+]2(C)CCCCC2)CCC2C(O1)c1ccccc1OC2(C)C (configuration not stated) | 7 | 0.2 | 97 | -0.4 | 115 | 1.3 | -18 | 10 | -10 | -2
C[C@@H](C(=O)N1CCN(C(=O)OC(C)(C)C)CC1)n1cc(CCC(=O)O)nn1 | . | 1.8 | . | -0.2 | 95 | 1.2 | 7 | 2 | -2 | 0
Cc1ccc(NC(=O)C2OCCc3ccccc32)cc1 (configuration not stated) | 7 | -0.4 | 98 | 0.0 | 111 | 1.7 | -12 | 22 | -22 | 18
COc1c(O)c(O)c2oc(-c3ccccc3)cc(=O)c2c1OC | . | 1.1 | . | 0.7 | 101 | 0.96 | -2 | -13 | 13 | 3
Cc1cc(N2CCN(S(=O)(=O)c3ccc(Cl)c(Cl)c3)CC2)c2ccccc2n1 | 1 | 1.3 | 101 | 0.7 | 90 | 1 | 9 | 0 | 0 | 2
CCn1c(CNC(=O)c2ccccc2)nnc1SCC(=O)N1CCN(c2ccccc2)CC1 | 4 | 0.9 | 98 | -0.2 | 106 | 1 | -4 | 10 | -10 | -3
COc1ccc(-c2nn(-c3ccccc3)cc2C(=O)Nc2nc(CC(C)=O)ns2)cc1 | 13 | 6.4 | 93 | -0.5 | 98 | 1 | 2 | -1 | 1 | -5
COc1ccc(Cl)cc1NC(=O)N1CCN(C2CCCCC2)CC1 | 7 | 2.4 | 96 | 0.1 | 95 | 0.79 | 4 | 10 | -10 | -8
CC1CC1c1ccc(/C=C(\C#N)C(=O)Nc2ccc(Cl)cc2)o1 (configuration not stated) | 13 | -0.4 | 88 | 0.2 | 141* | 1.1 | -45 | 116 | -116 | 5
COCCNC(=O)/C(C#N)=C/c1ccc(OC(=O)c2cccs2)c(OC)c1 | 9 | -0.3 | 99 | -0.2 | 103 | 1.3 | -4 | -3 | 3 | -6
CCc1nnc(NC(=O)C2CCCN2C(=O)Nc2ccccc2)s1 (configuration not stated) | 22 | 0.9 | 87 | 0.2 | 105 | 1.2 | -6 | -5 | 5 | -3
C(=N/Nc1cc(N2CCOCC2)nc(N2CCOCC2)n1)/c1ccccc1 | 22 | 0.9 | 84 | -0.1 | 103 | 0.97 | -4 | -17 | 17 | -10
O=C(Nc1cccc(C(F)(F)F)c1)C1CCCN(c2ncccn2)C1 (configuration not stated) | 27 | 2.2 | 85 | -0.5 | 94 | 1.3 | 7 | -1 | 1 | -7

For convenience, part of the list above.
SMILES | STAT3 inh | RAM network inh | STAT3 activator | Hsp70 act | STAT1 act | NF-kB neuron act | STAT1 blocker | APP 5'UTR act | APP 5UTR inh | FLuc inh counter
CCc1nnc(NC(=O)C2CCCN2C(=O)Nc2ccccc2)s1 (configuration not stated) | 22 | 0.9 | 87 | 0.2 | 105 | 1.2 | -6 | -5 | 5 | -3
C(=N/Nc1cc(N2CCOCC2)nc(N2CCOCC2)n1)/c1ccccc1 | 22 | 0.9 | 84 | -0.1 | 103 | 0.97 | -4 | -17 | 17 | -10
O=C(Nc1cccc(C(F)(F)F)c1)C1CCCN(c2ncccn2)C1 (configuration not stated) | 27 | 2.2 | 85 | -0.5 | 94 | 1.3 | 7 | -1 | 1 | -7

Carrying on.
SMILES | STAT3 inh | RAM network inh | STAT3 activator | Hsp70 act | STAT1 act | NF-kB neuron act | STAT1 blocker | APP 5'UTR act | APP 5UTR inh | FLuc inh counter
CC(=O)c1ccc(Nc2cc(C)nc3ccccc23)cc1 | 16 | 1.4 | 95 | 0.0 | 110 | 1.2 | -12 | -42 | 42 | -6
O=C(CNC(=O)COc1ccccc1)NCCc1ccccn1 | 8 | 1.0 | 97 | -0.2 | 104 | 1.2 | -6 | 9 | -9 | -2
COc1ccc(-c2cn(-c3ccc(C)cc3)c(=O)n2CC(=O)Nc2ccc(OC)c(OC)c2)cc1 | 15 | 1.1 | 93 | 0.0 | 102 | 1 | -2 | 1 | -1 | -3
COc1ccc(N(CN2C(=O)C3CC=CCC3C2=O)C(=O)c2ccco2)cc1 (configuration not stated) | 10 | 1.4 | 99 | -0.3 | 103 | 1.1 | -1 | 10 | -10 | -4
COc1cccc(/C=N/NC(=O)CN2CC(c3ccccc3)CC2=O)c1O (configuration not stated) | 11 | -0.4 | 98 | -0.4 | 99 | 1.3 | 1 | -24 | 24 | 24
COC(=O)c1cc2ccsc2n1Cc1nc(-c2ccc(OC)cc2)oc1C | 3 | 4.3 | 100 | -0.2 | 105 | 0.85 | -3 | 11 | -11 | -5
CCc1ccccc1NC(=O)C1c2ccccc2Oc2ccccc21 | -5 | 4.6 | 102 | -0.4 | 91 | 1.3 | 12 | -13 | 13 | -6
